Assay outcomes deposited in PubChem BioAssay by several laboratories.
AHR activator: AHR activators, primary screen, cell-based, luminescence, luciferase reporter, human; 320,000 compounds, 2.5% hits; Aryl hydrocarbon receptor (Homo sapiens), P35869; AID 2796, 2010; activation, % at 5 µM; AHR-responsive luciferase reporter cells; in the data active = activation above about 47%;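 also: 0% = vehicle wells and 100% = reference agonist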
procasp3 activ: activators of human procaspase-3 D3A mutant, primary screen, biochemical, absorbance, PC-3 D3A mutant, single concentration; Caspase-3 (Homo sapiens), P42574; recombinant procaspase-3 D3A, Ac-DEVD-pNA absorbance 405 nm; activation, % at 8.5 µM; 330,000 compounds, 0.11% hits; AID 463141, 2010;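 active = activation above the mean of all tested compounds plus 3 SD, cut at about 21% in these data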;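 also: 0% = DMSO alone and 100% = DMSO wells spiked with extra 5 µM PC-3 D3A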
Target sequence (P42574 whole entry D9A/D28A/D175A): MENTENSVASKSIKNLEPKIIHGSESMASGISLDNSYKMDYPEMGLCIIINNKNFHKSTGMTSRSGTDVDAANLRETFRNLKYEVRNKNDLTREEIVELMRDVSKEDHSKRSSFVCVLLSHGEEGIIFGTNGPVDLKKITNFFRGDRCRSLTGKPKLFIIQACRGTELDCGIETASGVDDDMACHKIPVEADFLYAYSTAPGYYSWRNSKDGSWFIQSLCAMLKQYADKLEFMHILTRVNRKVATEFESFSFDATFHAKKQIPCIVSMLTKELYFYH
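System: Procaspase-3 D3A mutant. Medium: Zinc-free 300 mM NaCl, 50 mM HEPES, 0.01% Triton X-100. Schedule: 1 h preincubation plus 2 h reaction at 25 °C. Measured by: 405 nm absorbance of p-nitroaniline, reads at 0 and 120 min. Read-out: percent activation relative to control range.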
CR mimetic SO: reduction of superoxide in aged yeast, primary screen, HTS; S. cerevisiae aged cells, superoxide DHE fluorescence; active compounds read low; superoxide response (% of plate mean), % at 10 µM; 330,000 compounds, 0.18% hits; AID 2690, 2010;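 active = superoxide response under a set limit, about three screen SD below normal, cut at about 65% in these data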;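 also: yeast aged for seven days with compound at 30 °C before DHE staining; 100% = average MFI of all compound-treated wells on the plate with controls excluded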
proCasp7 act: procaspase-7 activators, primary screen, counter-screen for procaspase-3 activator project, biochemical, absorbance, HTS, human | activation, % at 8.5 µM | Caspase-7 (Homo sapiens), P55210 | AID 463210, 2010 | 330,000 compounds, 0.093% hits | recombinant procaspase-7, Ac-DEVD-pNA absorbance 405 nm; D23A/D198A/D206A triple mutant, cannot self-cleave; scale: DMSO 0, 5 µM enzyme 100;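 active = percent activation above the screen-wide mean plus 3 SD, cut at about 25% in these data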
Target sequence (P55210 whole entry D23A/D198A/D206A): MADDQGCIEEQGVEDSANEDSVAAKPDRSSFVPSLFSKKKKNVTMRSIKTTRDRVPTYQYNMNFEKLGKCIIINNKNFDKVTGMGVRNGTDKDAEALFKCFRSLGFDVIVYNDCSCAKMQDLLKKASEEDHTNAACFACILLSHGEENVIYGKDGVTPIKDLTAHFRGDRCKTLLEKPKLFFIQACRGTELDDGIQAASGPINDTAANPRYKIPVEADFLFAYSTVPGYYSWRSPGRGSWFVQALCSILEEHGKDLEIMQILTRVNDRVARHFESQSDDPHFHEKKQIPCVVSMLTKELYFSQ
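Detection: p-Nitroaniline absorbance at 405 nm, read at 0 and 120 min; system: Uncleavable procaspase-7 mutant enzyme; evaluation: % activation from two-timepoint absorbance difference, scaled to controls; times: 1 h enzyme–compound preincubation and 2 h substrate reaction, both 25 °C; buffer or medium: Zinc-free HEPES pH 7.4 with 300 mM NaCl, 0.01% Triton X-100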
MEP2 TOR yeast: modulators of MEP2-GFP levels in yeast, primary screen, S. cerevisiae, multiplex flow cytometry, MLPCN library | S. cerevisiae MEP2-GFP strain, 3 h; 100% = DMSO control level | GFP response vs DMSO, % at 10 µM | 330,000 compounds, 0.51% hits;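 active = GFP response versus DMSO above a set limit, roughly screen mean plus 3 SD, cut at about 180% in these data; inconclusive = fewer than 70 cells counted for a yeast strain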;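 also: median GFP fluorescence of the barcode-gated MEP2-GFP cells per well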
LAP4-GFP MLPCN: modulators of LAP4-GFP expression in yeast, primary screen, S. cerevisiae, multiplex flow cytometry, MLPCN library; 3 h; median GFP as percent of DMSO wells; GFP response vs DMSO, % at 10 µM; 320,000 compounds, 0.34% hits; AID 2023, 2009;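 active = GFP response vs DMSO above a set limit, about the screen mean plus 3 SD, cut at about 150% in these data; inconclusive = under 70 cell events counted for the yeast strain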
JMJD2C inh: inhibitors of GASC-1 histone demethylase, primary screen, biochemical, fluorescence, DELFIA europium; Lysine-specific demethylase 4C (Homo sapiens), Q9H3R0; GST-JMJD2C(1-420) H3K9me3 demethylation; inhibition, % at 2.35 µM; 330,000 compounds, 0.069% hits; AID 2099, 2009;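 active = more than half of a compound's replicate wells show inhibition beyond 50%, single wells judged on their own value; inconclusive = some, but no more than half, of replicates pass 50% inhibition; inactive = no replicate passes 50% inhibition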;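 also: signal counts dimethyl H3K9 product captured on neutravidin plate; 0% = median of DMSO wells and 100% = 0.3 times that DMSO median; strong numbers were not always called active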
Target sequence (Q9H3R0 1-420 limits assumed): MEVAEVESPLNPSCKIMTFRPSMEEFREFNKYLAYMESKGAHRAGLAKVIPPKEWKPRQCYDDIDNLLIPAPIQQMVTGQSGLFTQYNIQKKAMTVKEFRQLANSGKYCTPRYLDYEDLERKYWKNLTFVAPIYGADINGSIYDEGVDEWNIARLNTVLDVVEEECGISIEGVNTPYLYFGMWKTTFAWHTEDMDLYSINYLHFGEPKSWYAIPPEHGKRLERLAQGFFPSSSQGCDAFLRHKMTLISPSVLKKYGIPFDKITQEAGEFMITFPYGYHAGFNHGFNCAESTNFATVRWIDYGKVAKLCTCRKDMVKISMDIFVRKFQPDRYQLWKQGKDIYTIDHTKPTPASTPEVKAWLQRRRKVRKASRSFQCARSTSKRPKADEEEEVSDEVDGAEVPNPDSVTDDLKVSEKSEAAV
RPL19A TOR yeast: RPL19A-GFP expression modulators in yeast, primary screen, cell-based, S. cerevisiae, multiplex flow cytometry, MLPCN; percent response vs DMSO, % at 10 µM; S. cerevisiae RPL19A-GFP strain, 3 h; active compounds read low; 330,000 compounds, 0.3% hits;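 active = percent response vs DMSO below 50%; inconclusive = fewer than 70 events counted for the yeast strain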;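 also: median channel GFP fluorescence of the barcoded RPL19A-GFP strain; ratio of sample median GFP to plate DMSO average so 100% = DMSO; lower means less RPL19A-GFP as with rapamycin TOR inhibition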
Numbers without * were called inactive; i = inactive; ? = inconclusive; · = no result given; & = joins results of further samples.

SMILES	AHR activator	procasp3 activ	CR mimetic SO	proCasp7 act	MEP2 TOR yeast	LAP4-GFP MLPCN	JMJD2C inh	RPL19A TOR yeast
O=C(Nc1nnc(COc2ccc(Cl)cc2)s1)C1CCCO1 (stereo unspecified)	2	-11	99	-5	95	98	-4	91
COc1ccc(CNc2ccc3c(c2)ncn3-c2ccccc2OC)cc1	1	4	100	-4	97	96	6	98
COc1ccc2c(c1)c(=O)oc1cc(OCC(=O)N3CCc4ccccc4C3)ccc12	2	-3	74	0	91	91	10	89
O=C(COC(=O)C1CCCN1C(=O)c1cccs1)c1ccccc1 (stereo unspecified)	1	-3	108	2	117	113	-30	111
Nc1nc(SCC(=O)Nc2ccc(Cl)cc2)[nH]c(=O)c1-c1ccccc1	2	3	104	-4	100	98	-13	95
COc1cccc(/C=N/NC(=O)CCc2ccccc2)c1	6	4	117	-5	100	105	i	100
O=C(CNC(=O)c1cccc(-n2cnnn2)c1)Nc1ccc(F)c(F)c1	0	4	105	-2	99	97	3	94
O=C(NCC1CCCO1)c1ccccc1S(=O)(=O)c1ccc([N+](=O)[O-])cc1 (stereo unspecified)	1	3	135	0	105	101	6	103
CC(NC(=O)Cn1cc(C(F)(F)F)cc(Cl)c1=O)c1ccccc1 (stereo unspecified)	-2	14	106	7	107	95	-18	101
COc1ccc(C(=O)Cc2ccc(F)cc2)c(OC)c1	-6	2	100	-10	108	110	-5	106
O=C(CSc1nc2ccccc2c(=O)n1CCC(=O)N1CCN(c2ccccc2)CC1)NCC1CCCO1 (stereo unspecified)	-3	0	101	-2	107	97	0	100
Cc1ccc(C)n1-c1ccc(N2CCOCC2)c(Br)c1	0	-2	96	6	89	65	-12	106
COC(=O)CSCC(=O)Nc1nnc(-c2ccccc2C)s1	-7	2	96	2	99	99	5	106
COc1ccc(NC(=O)NN2CCOCC2)cc1OC	1	-4	103	3	90	104	9	97
COc1ccccc1NC(=O)Cc1noc(CSc2cc(C)c3ccccc3n2)n1	10	4	88	-1	104	104	-9&-8	100
COc1ccc(CCNC(=O)/C=C/C(=O)O)cc1OC	3	-8	92	8	125	?	-5	90
CC(=O)NCCc1cnc[nH]1	0	9	96	12	108	107	-6	99
O=C(Nc1ccccc1F)N1CCc2ccccc2C1	·	·	97	·	108	82	1	121
CC[C@H](C)[C@H](NC(N)=O)C(=O)Nc1ccc(OC)c(Cl)c1	1	0	91	7	96	106	-4	95
COc1cc(/C=C/C(=O)NCC(=O)N2CCC(N(C)CCN3CCOCC3)CC2)ccc1OC(C)C	0	2	87	0	102	103	-2	103

2 records picked at random from the list so far, as already listed:
SMILES	AHR activator	procasp3 activ	CR mimetic SO	proCasp7 act	MEP2 TOR yeast	LAP4-GFP MLPCN	JMJD2C inh	RPL19A TOR yeast
COC(=O)CSCC(=O)Nc1nnc(-c2ccccc2C)s1	-7	2	96	2	99	99	5	106
O=C(CSc1nc2ccccc2c(=O)n1CCC(=O)N1CCN(c2ccccc2)CC1)NCC1CCCO1 (stereo unspecified)	-3	0	101	-2	107	97	0	100

Next section:
SMILES	AHR activator	procasp3 activ	CR mimetic SO	proCasp7 act	MEP2 TOR yeast	LAP4-GFP MLPCN	JMJD2C inh	RPL19A TOR yeast
Cc1cc(C)cc(C(=O)Nc2ccc(N3CCN(C(=O)c4ccco4)CC3)cc2)c1	-1	-4	81	-1	101	104	7	99
COc1cccc(CNCc2cccnc2)c1OCc1ccccc1	4	7	93	7	105	102	0	96
Cc1cc(C)cc(N(CCC(=O)O)S(=O)(=O)c2ccc(Cl)cc2)c1	1	-10	123	13	104	94	-20	108
CCOc1cc(/C=C2\COc3ccccc3C2=O)ccc1OCC(=O)N(C)C	4	0	101	7	100	106	0	97
CN(C)c1cc[n+](CC(=O)Nc2c(Cl)cc(Cl)cc2Cl)cc1	0	3	102	-12	100	96	7	92
COc1ccccc1NS(=O)(=O)c1ccc2c(c1)N(C(C)=O)CC(C)S2 (stereo unspecified)	3	-1	80	9	100	106	-1	104
CCOC(=O)CCc1c(C)c2c(C)nn(-c3ccccc3)c2[nH]c1=O	3	-3	107	10	91	102	1	99
Cc1ccc(-c2nc(-c3ccccn3)no2)cc1Cl	2	2	101	-3	81	·	-26	95
O=C1CC(Cc2ccc(Cl)cc2)C(=O)N1c1cc(Cl)ccn1 (stereo unspecified)	1	3	92	1	99	115	3	105
CC(=O)NS(=O)(=O)c1ccc(NC(=O)C(Sc2ccccc2)c2ccccc2)cc1 (stereo unspecified)	1	-11	94	7	104	102	7	101
C=CCOc1cccc(C2c3c(oc4ccccc4c3=O)C(=O)N2c2ccccn2)c1 (stereo unspecified)	6	-5	107	3	107	96	-3	98
Cc1ccc(C(=O)Nn2c(O)c(C=C3N=c4ccccc4=N3)sc2=S)cc1	10	-19	119	-68	97	94	2	99
CCOC(=O)c1c(NC(=O)Cn2nnc(-c3ccc(Cl)cc3)n2)sc(C)c1C	0	-3	100	3	95	98	9	92
Cc1nn(-c2nnc(NC3CCCCC3)nn2)c(C)c1Br	33	-6	89	-4	102	112	-1	101
O=C1c2cc(CO)cc(O)c2C(=O)c2c(O[C@@H]3OC(CO)[C@@H](O)[C@@H](O)[C@@H]3O)cccc21 (stereo partly specified)	0	5	168	-1	107	105	26	98
CCc1nnc(NC(=O)CSc2nnc(CNc3ccc(OC)cc3)n2C)s1	10	-5	97	5	99	92	-11	101
C[C@@]12CCC=C[C@H]1[C@H](c1ccc3ccccc3c1)N(Cc1ccccc1)C2=O	-1	4	106	3	99	112	0	102
O=C(NCc1ccco1)c1ccccc1O	·	·	99	·	105	103	4	102
O=C1OCCN/C1=C\C(=O)c1ccccc1	0	2	88	5	106	111	4	98
CCOC(=O)N1CCC(N2Cc3cccc(C(=O)NCc4ccc(OC)cc4)c3C2=O)CC1	-1	-3	99	-1	106	113	9	104

Single values from the results shown:
O=C(NCC1CCCO1)c1ccccc1S(=O)(=O)c1ccc([N+](=O)[O-])cc1 (stereo unspecified) – LAP4-GFP MLPCN: 101
COc1ccc(NC(=O)NN2CCOCC2)cc1OC – procasp3 activ: -4

Remaining list, next part.
SMILES	AHR activator	procasp3 activ	CR mimetic SO	proCasp7 act	MEP2 TOR yeast	LAP4-GFP MLPCN	JMJD2C inh	RPL19A TOR yeast
O=C(c1cc(COc2c(F)cccc2F)on1)N1C[C@H]2CC[C@H]1C2	5	-1	95	1	101	103	3	100
CC(CO)NCC12CC3CC(CC(C3)C1)C2 (stereo unspecified)	0	9	121	2	91	113	-4	97
O=[N+]([O-])c1ccccc1CN1CCN(c2ncccn2)CC1	-4	4	110	1	107	90	2	102
Cc1ccc(CCNC(=O)C2CCN(S(=O)(=O)N3CCCC3)CC2)cc1	0	-1	95	1	100	106	0	100
Cc1ccc(N(C(=O)Cn2nnc(-c3cccs3)n2)C(C(=O)NC2CCCC2)c2ccncc2)cc1 (stereo unspecified)	0	7	97	-7	108	107	0	101
Cn1nc(C(=O)Oc2cc(=O)n(C)c3ccccc23)c2ccccc2c1=O	8	3	102	-7	96	89	6	98
CC(C)C[C@@H]1NC(=O)[C@H](CO)NC(=O)c2cc([N+](=O)[O-])cc(I)c2OCC[C@@H](C(N)=O)NC1=O	0	3	98	-3	94	129	14	103
COc1ccc(S(=O)(=O)Nc2ccc(NC(C)=O)cc2)cc1Br	0	-3	99	6	94	96	-17	96
COC(=O)CC1C(=O)NCCN1Cc1cn(-c2ccc(C)cc2)nc1-c1cccc(C)c1 (stereo unspecified)	2	2	93	3	116	103	-1	104
CCC(=O)N(Cc1cc2cc(C)c(C)cc2[nH]c1=O)C1CCCCC1	8	5	93	10	109	97	-1	99
COC(=O)c1[nH]c2cccc(OC)c2c1NC(=O)CN(C)CC1OCCO1	4	2	129	-10	94	99	-5	97
O=S1(=O)C[C@@H](N2CCOCC2)[C@H](N2CCOCC2)C1	3	9	109	-3	100	98	-2	97
O=C(Nc1nc2c(s1)CCCC2)c1cccnc1	23	1	103	-2	108	121	8	102
CCOc1ccccc1Nc1nc(-c2sc(NC(=O)c3ccco3)nc2C)cs1	66*	-2	101	-11	92	117	2	98
COC(=O)C(C)Sc1nnc(Cc2cc(=O)[nH]c(=O)[nH]2)n1-c1ccc(OC)cc1 (stereo unspecified)	0	8	115	0	99	95	·	95
COc1ccc(S(=O)(=O)Nc2nc3ccccc3nc2Nc2cccc(C(=O)O)c2)cc1	2	5	103	2	98	96	-17	100
CC(NC(=S)NCCc1ccccc1)C(c1cccs1)N1CCN(Cc2ccccc2)CC1 (stereo unspecified)	5	-13	106	2	94	94	3	102
OCC[C@@H]1C[C@@H](O)[C@H](O)[C@]2(Cc3ccccc3O2)O1	0	-2	104	7	106	98	-3	103
COCCNC(=O)CSc1ncnc2sccc12	0	5	96	3	101	101	-12	101

Compound profiles (already shown).
`CC(CO)NCC12CC3CC(CC(C3)C1)C2` (stereo unspecified) reads AHR activator: 0; procasp3 activ: 9; CR mimetic SO: 121; proCasp7 act: 2; MEP2 TOR yeast: 91; LAP4-GFP MLPCN: 113; JMJD2C inh: -4; RPL19A TOR yeast: 97
`CCOc1ccccc1Nc1nc(-c2sc(NC(=O)c3ccco3)nc2C)cs1` reads AHR activator: 66*; procasp3 activ: -2; CR mimetic SO: 101; proCasp7 act: -11; MEP2 TOR yeast: 92; LAP4-GFP MLPCN: 117; JMJD2C inh: 2; RPL19A TOR yeast: 98
`O=C(c1cc(COc2c(F)cccc2F)on1)N1C[C@H]2CC[C@H]1C2` reads AHR activator: 5; procasp3 activ: -1; CR mimetic SO: 95; proCasp7 act: 1; MEP2 TOR yeast: 101; LAP4-GFP MLPCN: 103; JMJD2C inh: 3; RPL19A TOR yeast: 100
